# NLRP3 yeast inh = NALP3 inflammasome inhibitors in reconstituted yeast, primary screen, luminescence, uHTS; inhibition, % at 10 µM; 330,000 compounds, 0.39% hits; Yeast reconstituted NLRP3/ASC/caspase-1, beta-gal luminescence, 24 h; AID 2825, 2010;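 active means inhibition of 50% or more; inactive means inhibition below 50%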;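 further: plate controls were induced DMSO wells for no effect and uninduced yeast grown without galactose for full effect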
# ATG4B inhibitor = ATG4B protease inhibitors, primary screen, biochemical, fluorescence, uHTS | Cysteine protease ATG4B (Homo sapiens), Q9Y4P1 | ATG4B cleavage of LC3-PLA2, NBD-HPC fluorescence, 1 h | inhibition, % at 8.33 µM | 340,000 compounds, 0.51% hits; in the data active means inhibition above about 40%
# tim10-1 inh = growth inhibitors of tim10-1 mutant yeast, primary screen, luminescence, uHTS. AID 463190, 2010. 330,000 compounds, 2.2% hits. S. cerevisiae tim10-1 ts strain growth, BacTiter-Glo, 24 h. inhibition, % at 20 µM;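 active means inhibition of at least 40%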;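 further: mutant grown at 25 °C; 0% = DMSO wells with yeast and 100% = wells holding no yeast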
# Apaf-1 inh = inhibitors of human Apaf-1 apoptosome, primary screen, biochemical, DEVD-Rh110 fluorescence, uHTS; inhibition, % at 20 µM; reconstituted apoptosome caspase-3 activity; 330,000 compounds, 0.71% hits; Apoptotic protease-activating factor 1 (Homo sapiens), O14727; active means inhibition of at least 40% at 20 µM;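 further: plate controls were DMSO wells for no effect and DEVD-CHO caspase inhibitor wells for full effect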
# Target sequence (O14727 whole entry, looked up): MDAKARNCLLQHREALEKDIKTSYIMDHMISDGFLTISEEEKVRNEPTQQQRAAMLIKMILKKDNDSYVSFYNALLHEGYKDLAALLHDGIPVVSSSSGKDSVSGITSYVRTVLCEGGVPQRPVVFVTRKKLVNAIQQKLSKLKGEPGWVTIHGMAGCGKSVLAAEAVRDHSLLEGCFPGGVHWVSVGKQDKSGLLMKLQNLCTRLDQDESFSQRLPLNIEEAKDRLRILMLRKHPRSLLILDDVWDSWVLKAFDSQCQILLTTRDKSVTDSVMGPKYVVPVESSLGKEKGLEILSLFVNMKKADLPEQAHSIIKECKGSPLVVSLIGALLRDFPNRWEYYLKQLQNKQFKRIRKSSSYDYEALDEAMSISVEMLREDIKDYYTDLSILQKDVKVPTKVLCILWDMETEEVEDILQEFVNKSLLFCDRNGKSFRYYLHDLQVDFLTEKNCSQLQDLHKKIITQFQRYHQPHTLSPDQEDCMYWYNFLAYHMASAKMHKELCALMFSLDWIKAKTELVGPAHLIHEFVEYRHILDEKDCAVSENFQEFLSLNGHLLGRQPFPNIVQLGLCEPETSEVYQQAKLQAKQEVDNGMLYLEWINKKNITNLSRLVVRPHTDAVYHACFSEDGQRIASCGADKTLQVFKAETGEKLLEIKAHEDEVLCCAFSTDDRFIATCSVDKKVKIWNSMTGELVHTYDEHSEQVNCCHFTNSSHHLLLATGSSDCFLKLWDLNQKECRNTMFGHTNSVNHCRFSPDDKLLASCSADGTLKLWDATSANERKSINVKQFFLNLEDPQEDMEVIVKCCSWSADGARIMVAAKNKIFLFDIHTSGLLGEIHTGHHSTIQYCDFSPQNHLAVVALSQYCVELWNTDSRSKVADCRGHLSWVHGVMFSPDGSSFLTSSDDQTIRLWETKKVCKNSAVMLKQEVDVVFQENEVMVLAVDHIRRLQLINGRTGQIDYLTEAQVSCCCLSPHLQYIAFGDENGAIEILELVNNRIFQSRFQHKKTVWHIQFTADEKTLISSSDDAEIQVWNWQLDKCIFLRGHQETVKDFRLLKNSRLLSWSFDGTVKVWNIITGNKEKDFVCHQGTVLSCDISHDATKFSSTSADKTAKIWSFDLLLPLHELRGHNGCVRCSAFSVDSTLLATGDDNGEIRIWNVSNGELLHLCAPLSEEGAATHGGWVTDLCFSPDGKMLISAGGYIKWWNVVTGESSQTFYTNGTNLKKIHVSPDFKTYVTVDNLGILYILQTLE
#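 detection = Rh110 fluorescence intensity | test system = biochemical Apaf-1 apoptosome reconstitution | also added = cytochrome c and DEVD-Rh110 substrate | schedule = 30 min plus 50 min, RT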
# TIM10 inh = growth inhibitors of isogenic TIM10 control yeast, primary screen, counter-screen for tim10-1 yeast inhibitor project, luminescence, uHTS | S. cerevisiae TIM10 strain growth, BacTiter-Glo luminescence, 24 h | inhibition, % at 10 µM | 330,000 compounds, 1.4% hits | AID 463195, 2010;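 active means inhibition of 40% or more at the single tested concentration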;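 further: wild-type TIM10 isogenic control strain grown at permissive 25 °C; 0% = DMSO yeast wells and 100% = minimal medium wells without yeast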
# mIAP activ = activators of mouse IAP, primary screen, biochemical, luminescence, uHTS | intestinal alkaline phosphatase [Mus musculus] | muIAP, CDP-Star luminescence, 30 min; active compounds read high; 1 = vehicle-only enzyme signal, 0 = enzyme-free wells | activation factor at 10 µM | 330,000 compounds, 0.24% hits | AID 2805, 2010;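 active means activation factor of at least 2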; further: the source names both 10 and 20 µM as test concentration; values of inactives mirror those of a sister screen read the other way
#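 Assay system: mouse IAP enzyme; reagent: chemiluminescent substrate CDP-Star; dosing: test compounds delivered from DMSO solution; schedule: 30 min at room temperature; measured by: luminescence from enzymatic CDP-Star hydrolysis; controls: DMSO-only wells and no-enzyme negative control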
# hIAP block = human IAP inhibitors, primary screen, biochemical, luminescence, uHTS; 330,000 compounds, 0.12% hits; purified IAP, CDP-Star luminescence, 30 min; inhibition, % at 10 µM; Intestinal-type alkaline phosphatase (Homo sapiens), P09923;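 active means inhibition reaching a set limit with compound at 10 µM in the primary screen, cut at about 35% in these data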;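 further: plate controls were DMSO wells with enzyme for no effect and no-enzyme buffer wells for full effect; values of inactives mirror those of a sister screen read the other way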
# mIAP inh = inhibitors of mouse IAP, primary screen, biochemical, luminescence, uHTS. purified mouse IAP, CDP-Star luminescence, 30 min. inhibition, % at 10 µM. 330,000 compounds, 0.2% hits. intestinal alkaline phosphatase [Mus musculus];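 active means inhibition of at least 40% at 10 µM in the primary screen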;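 further: plate controls were DMSO with enzyme for no effect and no enzyme wells for full effect; values of inactives mirror those of a sister screen read the other way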
# hIAP act = human IAP activators, primary screen, biochemical, luminescence, uHTS. Intestinal-type alkaline phosphatase (Homo sapiens), P09923. purified human IAP, CDP-Star luminescence, 30 min; active compounds read high; 1 = vehicle-only enzyme, 0 = enzyme-free background. activation factor at 10 µM. 330,000 compounds, 0.16% hits. AID 2524, 2010;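 active means activation factor of the enzyme at least 2-fold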; further: the source names both 10 and 20 µM as test concentration; values of inactives mirror those of a sister screen read the other way
# Starred values were filed as active, the others as inactive; . = not tested or not shown.
item	Compound	ATG4B inhibitor	hIAP act	mIAP activ	NLRP3 yeast inh	tim10-1 inh	mIAP inh	TIM10 inh	hIAP block	Apaf-1 inh
1	COC(=O)[C@@]12CCCCN1[C@H](c1ccc(-c3cc(C(C)=O)cs3)cc1)[C@H]1C(=O)N(C)C(=O)[C@H]12	-4	0.97	0.97	24	8	3	24	3	21
2	COc1cc2ccccc2cc1C(=O)NC1CCCCC1	6	1.1	1.2	12	-4	-17	-25	-7	22
3	C/C(=N/OC(=O)c1ccc(C(F)(F)F)cc1)c1oc(C)nc1C	-4	0.94	1.1	2	2	-15	-3	6	4
4	O=C(CSc1nnc(-c2cccs2)n1CC1CCCO1)c1cc2ccccc2o1 (centres undefined)	-6	0.97	0.99	3	31	1	41*	2	7
5	Cc1ccc(-c2noc(CCC(=O)NCC3CCCO3)n2)cc1 (centres undefined)	13	0.76	0.95	7	13	5	0	24	-4
6	Cc1onc(-c2ccccc2)c1C(=O)NNC(=O)c1ccccc1	3	1.1	0.97	-3	5	2	7	-7	3
7	CCn1nccc1C(=O)Nc1cc(Cl)cc(Cl)c1	14	0.79	1.1	32	41*	-11	35	21	14
8	Cc1ccc(C)c(NC(=O)CCC(=O)N/N=C/c2ccc3c(c2)OCO3)c1	1	1.2	0.86	17	-1	14	1	-21	5

# Seven compounds from above, sorted by the value under mIAP inh, highest first.
cpd | SMILES | ATG4B inhibitor | hIAP act | mIAP activ | NLRP3 yeast inh | mIAP inh | hIAP block
8 | Cc1ccc(C)c(NC(=O)CCC(=O)N/N=C/c2ccc3c(c2)OCO3)c1 | 1 | 1.2 | 0.86 | 17 | 14 | -21
5 | Cc1ccc(-c2noc(CCC(=O)NCC3CCCO3)n2)cc1 (centres undefined) | 13 | 0.76 | 0.95 | 7 | 5 | 24
6 | Cc1onc(-c2ccccc2)c1C(=O)NNC(=O)c1ccccc1 | 3 | 1.1 | 0.97 | -3 | 2 | -7
4 | O=C(CSc1nnc(-c2cccs2)n1CC1CCCO1)c1cc2ccccc2o1 (centres undefined) | -6 | 0.97 | 0.99 | 3 | 1 | 2
7 | CCn1nccc1C(=O)Nc1cc(Cl)cc(Cl)c1 | 14 | 0.79 | 1.1 | 32 | -11 | 21
3 | C/C(=N/OC(=O)c1ccc(C(F)(F)F)cc1)c1oc(C)nc1C | -4 | 0.94 | 1.1 | 2 | -15 | 6
2 | COc1cc2ccccc2cc1C(=O)NC1CCCCC1 | 6 | 1.1 | 1.2 | 12 | -17 | -7

# (listing goes on)
item	Compound	ATG4B inhibitor	hIAP act	mIAP activ	NLRP3 yeast inh	tim10-1 inh	mIAP inh	TIM10 inh	hIAP block	Apaf-1 inh
9	COc1cccc(C(=O)Nc2ccc(N3CCN(C(=O)c4ccco4)CC3)cc2)c1	-7	1.1	1	17	22	-4	-9	-11	5
10	Cc1ccc(-c2ccc(CCC(=O)O)n2-c2ccc(C(=O)O)cc2)cc1	9	1	1.1	10	28	-6	6	-1	2
11	O=C(Nc1ccccc1C(=O)NCc1cccnc1)c1ccc(Cl)cc1Cl	-9	0.84	1.1	3	37	-15	16	16	7
12	O=C(c1ccc2ncsc2c1)N1CCN(c2ccc(O)cc2)CC1	-2	0.95	0.91	14	-7	10	2	5	-3
13	COC(=O)c1c(NC(NC(=O)CC(C)C)C(Cl)(Cl)Cl)sc2c1CCC2 (centres undefined)	4	1.1	0.96	6	12	4	4	-7	8
14	O=C(CSC(=S)N1CCOCC1)Nc1nc(=O)c2ccccc2s1	.	1	1	7	6	0	-9	-2	4
15	CCn1ncc(Br)c1C(=O)Nc1ccc(Cl)cn1	0	1.1	0.9	17	29	10	19	-11	-21
16	Cc1ccc(-c2n[nH]c(=S)n2/N=C/c2sccc2C)cc1	-2	1.2	1	36	9	-1	15	-18	8
17	COc1ccc(S(=O)(=O)c2c[nH]c(=S)[nH]c2=O)cc1Cl	-8	0.99	0.91	7	-9	9	11	1	-4
18	Cc1cc(C)cc(N(CC(=O)NCc2ccc(F)cc2)C(=O)CCC(=O)Nc2ccccn2)c1	-4	0.95	1	15	2	-3	6	5	17
19	COc1ccc(N2CCN(C(=O)c3cn(Cc4ccccc4)nc3-c3cccnc3)CC2)cc1	-9	1.1	1	9	15	-4	15	-10	2
20	O=C(COC(=O)C1COc2ccccc2O1)NC(=O)NC1CCCC1 (centres undefined)	4	0.91	0.92	7	10	8	-19	9	2
21	COc1cc(NC(=O)c2ccc(Br)o2)ccc1NC(=O)C(C)C	6	1	1	19	11	-1	-9	0	8
22	CC(C)C[C@H](NC(=O)N1CCn2c1nc1ccccc12)C(=O)N[C@@H](C(=O)O)c1ccccc1	-12	0.89	1.1	-8	2	-6	6	12	-2
23	CS(=O)(=O)N(CC(=O)N1CCN(Cc2ccccc2)CC1)c1cccc(F)c1	0	1.2	0.96	-2	-8	4	4	-16	-5
24	CC(=O)Nc1ccc(C(=O)N2CCCc3ccccc32)cc1	1	0.9	1	13	8	-3	-3	10	2
25	O=C(CCCn1c(=O)[nH]c2cc(Cl)ccc2c1=O)NCC1CCCO1 (centres undefined)	-7	1.1	1	5	2	-2	1	-6	0
26	CN1C(=O)/C(=C/c2cn(CC(=O)NCc3ccco3)c3ccccc23)NC1=S	.	0.89	0.85	7	7	15	3	11	5
27	CCN(CC)S(=O)(=O)c1cc(NC(=O)C(C)Nc2ccccc2N2CCOCC2)ccc1C (centres undefined)	-5	1.1	1.5	2	20	-52	21	-7	16
28	C/C(=N\NC(=O)c1ccc(Br)cc1)c1cccc(NC(=O)c2cccnc2)c1	-9	1.2	0.85	-1	12	15	6	-15	-10
29	COc1ccc(CN(C)C(=O)c2cccc(Oc3ccccc3)c2)c(OC)c1OC	-9	1	0.99	20	15	1	12	-4	22
30	O=C(NC(Cc1cccc(F)c1)C(=O)O)C1CCCCC1 (centres undefined)	1	0.93	1	19	4	0	1	7	-3
31	COC(=O)c1c(NC(=O)c2ccco2)sc(C(=O)Nc2ccc(F)cc2)c1C	-12	0.96	0.92	20	24	8	21	4	3
32	COc1ccc(CN2CCN(Cc3cn(C)nc3-c3ccccc3)CC2CCO)c(C)c1C (centres undefined)	-13	0.86	0.9	0	10	10	8	14	12
33	COc1ccccc1NC(=O)Nc1nnc(Cc2ccc(F)cc2)s1	-2	1.2	1	-3	0	0	-4	-16	5
34	CC1Cn2c(nnc2-c2cccc(N)c2)S1 (centres undefined)	4	0.96	1	22	-7	-1	0	4	-7
35	CO/C=C/C#CC1(O)CCN(C)CC1	-8	0.95	1.1	16	10	-13	-6	5	0
36	COc1ccc(-c2ccc(N)[n+](CCCC(=O)O)n2)cc1	-3	0.83	0.97	14	-17	2	5	17	-3
37	O=C(CC1NCCNC1=O)Nc1ccc(Cl)c(Cl)c1 (centres undefined)	2	0.81	1	9	5	0	7	19	0
38	CCOC(=O)c1ccccc1NC(=O)CN(c1cccc(OC)c1)S(C)(=O)=O	-20	0.99	0.99	6	31	1	11	1	16
39	CC(C)NC(=O)c1cc2nc(-c3ccco3)cc(C(F)(F)F)n2n1	-4	0.93	1	30	13	-4	4	7	-16
40	O=c1nc(Nc2ccc(OCc3ccccc3)cc2)sc2ncccc12	-2	1.2	0.96	9	11	4	-4	-18	1

# A stretch from further up:
item	Compound	ATG4B inhibitor	hIAP act	mIAP activ	NLRP3 yeast inh	tim10-1 inh	mIAP inh	TIM10 inh	hIAP block	Apaf-1 inh
33	COc1ccccc1NC(=O)Nc1nnc(Cc2ccc(F)cc2)s1	-2	1.2	1	-3	0	0	-4	-16	5
34	CC1Cn2c(nnc2-c2cccc(N)c2)S1 (centres undefined)	4	0.96	1	22	-7	-1	0	4	-7
35	CO/C=C/C#CC1(O)CCN(C)CC1	-8	0.95	1.1	16	10	-13	-6	5	0
36	COc1ccc(-c2ccc(N)[n+](CCCC(=O)O)n2)cc1	-3	0.83	0.97	14	-17	2	5	17	-3

# Additional results follow.
item	Compound	ATG4B inhibitor	hIAP act	mIAP activ	NLRP3 yeast inh	tim10-1 inh	mIAP inh	TIM10 inh	hIAP block	Apaf-1 inh
41	COc1cc(/C=C\C(=O)NCc2ccc3c(c2)cc(C)n3C)cc(OC)c1OC	-27	0.87	0.96	14	2	4	-5	13	18
42	O=C(COC(=O)c1ccccc1)Nc1ccc2[nH]c(=O)[nH]c2c1	-4	1.1	0.96	8	-9	4	-11	-12	-1
43	O=C(NCC1CCCO1)c1cnn2c1NC(c1ccccc1)CC2C(F)(F)F (centres undefined)	-6	1.2	0.95	12	5	4	12	-22	-1
44	COc1cc2c(cc1OC)C(c1ccccc1OC(C)C)CC(=O)N2 (centres undefined)	-4	0.78	0.93	18	-12	7	-13	22	-2
45	COc1ccc(CC(=O)NCC2CCCN(Cc3cccc(C(F)(F)F)c3)C2)cc1 (centres undefined)	19	1.1	0.95	-1	11	5	1	-11	6
46	Cc1ccc(NC(=O)CSc2n[nH]c(N)n2)cc1S(=O)(=O)N1CCOCC1	-2	1	0.94	8	-7	6	-10	0	-27
47	CC1(c2ccc(Cl)cc2)NC(=O)N(CC(=O)N2CCc3ccccc32)C1=O (centres undefined)	-4	0.97	0.93	-2	5	7	6	3	-1
48	O=[N+]([O-])c1ccc2nc(CCCc3nc4ccc([N+](=O)[O-])cc4[nH]3)[nH]c2c1	-8	1.4	0.76	7	-15	24	3	-43	-1
49	NS(=O)(=O)c1ccc(N=Nc2ccc(O)c3ncccc23)cc1	-1	1.1	0.87	37	19	13	6	-11	11
50	Cc1[nH]c(=O)[nH]c(=O)c1NS(=O)(=O)c1ccc2c(c1)CCCC2	9	0.97	1.1	5	-10	-11	-1	3	-18
51	COc1cc(C=O)ccc1OS(=O)(=O)c1ccc(NC(C)=O)cc1	-3	1	0.98	8	22	2	13	-3	3
52	CSCCC(NC(=O)COc1ccccc1)C(=O)N(C)Cc1ccc(SC)cc1 (centres undefined)	-6	0.91	1.1	-1	-26	-10	-30	10	3
53	COc1ccc(-c2nnc(SCC(=O)NC(=O)Cc3ccccc3)n2C)cc1	5	1.1	1	19	-6	-4	1	-14	1
54	CC(C)NC(=O)c1ccccc1NC(=O)C1CCCO1 (centres undefined)	-5	0.89	1	13	-3	-4	21	12	5
55	Cc1nn2cc(-c3ccccc3)nc2[nH]c1=O	-11	1.3	1.1	-10	13	-9	10	-28	2
56	CCN1C(=O)[C@H]2[C@@H](c3ccc(-c4cccc(Cl)c4)c(OC)c3)N[C@@](C)(C(=O)OC)[C@H]2C1=O	-12	1.1	0.97	12	8	3	7	-11	27
57	CCOc1ccc(CCNC(=O)C2CCN(C(=O)N(C)C)CC2)cc1OCC	3	1.2	1.2	1	-8	-19	-12	-18	-6
58	Cc1ccc(NC(=O)CCC(=O)NNC(=S)Nc2ccc(F)cc2F)cc1C	32	2.2*	1	20	-1	0	5	-123	11

# The order is random; any-hit rate near 4.5%.
